Compound activity deposited in PubChem BioAssay by National Center for Advancing Translational Sciences (NCATS).
hERG WT inh: inhibitors of human wildtype KCNH2 potassium channel | Q12809 | U2OS, BacMam KCNH2, thallium flux FluxOr; active compounds read low | activity change, % at 1.84 µM | 0.37% of 340,000 active | AID 720551;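 active = maximum activity change below -70%; inconclusive = maximum activity change between -70% and -50%; inactive = maximum activity change above -50%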; also: % is scaled to controls: 0 for no effect and ±100 for the full control effect
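U2OS cells were transduced with wild-type KCNH2 virus (2.03 x 10^8 / mL) for 4 h at room temperature, then cultured overnight at 37 C. Thallium flux was read with FluxOr dye. Rate constants were normalized to DMSO controls.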
ELG1 repair inh: ELG1-dependent DNA repair inhibition; HEK293T ELG1-luciferase reporter, luminescence, 16 h; DNA damage induced by 5-fluorouridine; Potency, µM (top dose mostly 46.1 µM), without a hit: at the highest dose activity change, negative = inhibition, actives largely listed as inhibitors; 2.3% of 330,000 active; also: potency is read from the fitted curve at half-maximal effect; % is scaled to controls: 0 for no effect and ±100 for the full control effect; nearly all actives have a fitted effect of over 55% in size
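HEK293T cells expressing luciferase-tagged ELG1 (2,000/well) received 5-Fluorouridine plus compound or DMSO for 16 hr at 37 °C. Luciferase was read by ONE-Glo luminescence after 30 min at room temperature.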
TSHR antag: antagonists of human thyroid stimulating hormone receptor; TSHR-expressing cells, TSH-stimulated cAMP HTRF, 2 h; active compounds read low; activity change, negative = inhibition, % at 11.5 µM; 0.2% of 330,000 active; AID 504810;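 active = activity change below a set negative limit, meaning inhibition stronger than a set level, cut at about -70% in these data; inconclusive = activity change between two set negative limits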; also: % is scaled to controls: 0 for no effect and ±100 for the full control effect
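Cell-based HTRF cAMP assay; TSHR cells + compound, TSH EC80 (4nM final), 2 h, 37 deg C. Lysis with anti-cAMP cryptate and cAMP-d2, 30 min RT, read 665/620 nm.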
TCR activator: activates T cell receptor signaling. 330,000 tested, under 10 active. primary human leukocytes, anti-CD3, IL-2 HTRF, 48 h. Potency, µM (series often up to 9.22 µM), without a hit: at the top dose activation of IL-2 secretion, hits mostly activators; also: % of control where 0% means no effect
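Using a-CD3 beads without co-stimulation, primary human leukocytes were exposed to compounds for 48 hr. An HTRF IL-2 kit measured the cytokine, with europium-to-d2 energy transfer producing emission at 665nm upon 320nm excitation.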
A-T KAP1 phos: candidate therapy for ataxia-telangiectasia | […] A-T fibroblasts, KAP-1 phosphorylation AlphaLISA; neocarzinostatin DNA damage 30 min before lysis | Potency, µM (top dose mostly 57.5 µM), for inactives: top-dose activation, most hits filed as activators | 0.19% of 320,000 active | AID 485349; also: potency is read from the fitted curve at half-maximal effect; % of control where 0% means no effect; nearly all actives have a fitted effect of over 45% in size
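ATM-like activity read as KAP-1 phosphorylation via AlphaLISA donor/acceptor antibody pairs after lysis and 6 hr at 25C. Cells were ATM-null patient fibroblasts ([…], hTERT), dosed 60 min, then exposed to the DSB inducer NCS for 30 min.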
Mito fusion act: blocks mitochondrial division or promotes mitochondrial fusion. 0.23% of 320,000 active. AID 485298. S. cerevisiae fusion-defective mutant growth rescue, CellTiterGlo 48 h. Potency, µM (top dose mostly 46.1 µM), without a hit: at the highest dose growth rescue (activation), usual class: activators;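 also: potency is read from the fitted curve at half-maximal effect; % of control where 0% means no effect; nearly all actives have a fitted effect of over 45% in size; temperature-sensitive fusion mutants such as fzo1-1 at 37 °C on non-fermentable ethanol glycerol medium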
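Temperature-sensitive fusion-defective S. cerevisiae (e.g. fzo1-1, mgm1-5) were grown with compound in YPEG medium (3% ethanol, 3% glycerol) for 48 hours at 37C. Growth rescue was measured as viability by CellTiterGlo luminescence after 10 minutes at ambient.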
Eya2 phos inh: blocks the phosphatase activity of human Eya2. O00167. recombinant Eya2, OMFP fluorescence dephosphorylation (OMFP is methylfluorescein phosphate). Potency, µM (highest dose often 76.9 µM), for inactives: at the top dose activity, negative = inhibition, actives largely listed as inhibitors. 0.006% of 330,000 active. AID 488837; also: potency is read from the fitted curve at half-maximal effect; % is scaled to controls: 0 for no effect and ±100 for the full control effect
Target sequence (O00167 whole entry, looked up): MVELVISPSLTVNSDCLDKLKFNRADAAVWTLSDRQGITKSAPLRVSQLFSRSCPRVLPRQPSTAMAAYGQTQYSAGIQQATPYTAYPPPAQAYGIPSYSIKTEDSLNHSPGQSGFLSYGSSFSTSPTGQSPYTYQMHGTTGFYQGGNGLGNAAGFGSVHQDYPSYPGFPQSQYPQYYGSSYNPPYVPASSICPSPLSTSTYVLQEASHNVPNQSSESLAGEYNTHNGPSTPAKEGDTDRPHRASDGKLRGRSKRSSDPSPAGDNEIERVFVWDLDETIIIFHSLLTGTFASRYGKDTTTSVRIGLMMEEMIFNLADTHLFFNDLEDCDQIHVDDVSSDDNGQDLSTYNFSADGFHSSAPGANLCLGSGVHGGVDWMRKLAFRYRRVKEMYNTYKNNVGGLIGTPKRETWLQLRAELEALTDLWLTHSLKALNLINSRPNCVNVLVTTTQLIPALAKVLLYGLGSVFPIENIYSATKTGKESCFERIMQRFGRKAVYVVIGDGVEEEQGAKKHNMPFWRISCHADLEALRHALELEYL
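Eya2 (0.2 uM) preincubated 10 min at ambient with compound, then OMFP substrate added at 50 uM; 10 min reaction in 50 mM HEPES pH 7.5, 50 mM NaCl, 5 uM MgCl2, 0.05% BSA, 1 mM DTT. Fluorescence read at Ex 485/Em 525 nm.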
USP2a inh: USP2a (human) protease inhibition | O75604 | USP2 core, Ub-CHOP2 coupled fluorogenic reporter, 485/531 | Potency, µM (doses to about 38.3 µM), for the others: top-dose activity change, negative = inhibition, most hits filed as inhibitors | 0.01% of 330,000 active | AID 463254;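 also: potency is read from the fitted curve at half-maximal effect; plate controls were DMSO wells for no effect and full inhibition by NEM control for full effect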
Target sequence (O75604 whole entry, looked up): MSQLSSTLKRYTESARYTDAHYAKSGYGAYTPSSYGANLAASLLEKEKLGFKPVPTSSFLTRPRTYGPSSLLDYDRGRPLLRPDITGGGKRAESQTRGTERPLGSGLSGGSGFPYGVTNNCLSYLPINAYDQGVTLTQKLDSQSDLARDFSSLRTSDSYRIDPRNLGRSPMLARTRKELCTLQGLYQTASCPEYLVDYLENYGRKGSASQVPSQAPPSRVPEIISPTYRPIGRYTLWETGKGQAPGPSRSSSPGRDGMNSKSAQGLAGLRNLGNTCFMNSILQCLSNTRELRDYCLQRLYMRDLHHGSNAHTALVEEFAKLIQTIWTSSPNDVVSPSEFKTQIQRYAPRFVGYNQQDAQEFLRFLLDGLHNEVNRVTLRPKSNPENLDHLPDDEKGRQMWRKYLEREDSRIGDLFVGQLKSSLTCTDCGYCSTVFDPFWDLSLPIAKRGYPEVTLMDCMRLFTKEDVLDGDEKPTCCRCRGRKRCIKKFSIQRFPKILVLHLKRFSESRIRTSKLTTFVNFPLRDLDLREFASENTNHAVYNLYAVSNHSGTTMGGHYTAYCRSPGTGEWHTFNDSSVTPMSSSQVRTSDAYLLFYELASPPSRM
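Deubiquitinase activity read as fluorescence (485/531 nm) after Ub-CHOP2 cleavage activates the enterokinase reporter on its substrate; USP2 core 10nM, Ub-CHOP2 and substrate 25nM each, 30min compound preincubation then 60min RT; data normalized to NEM, curves fitted.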
TRPV1 ag: human TRPV1 agonism; Q8NER1; TRPV1-expressing cells, Fluo-8 calcium influx, agonist mode; activation, % at 8.33 µM; 0.19% of 320,000 active; in the data active = activation above about 80%; inconclusive = between about 30% and that limit; also: 0% is about no effect
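Cells expressing TRPV1 were dye-loaded with Fluo-8 and read kinetically: 10 s baseline, 3 min after compound (agonist portion), then 2 min after EC20 capsaicin (allosteric enhancer portion). Calcium-bound dye fluorescence at 480/520 nm.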
KCNH2 3.1 inh: inhibitors of human KCNH2 3.1 potassium channel isoform | U2OS KCNH2 3.1, thallium flux FluxOr; active compounds read low | 0.95% of 340,000 active | activity change, % (tested at about 1.8 µM) | AID 720553;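 active = maximum activity change below -70%; inconclusive = maximum activity change from -70% to -50%; inactive = maximum activity change above -50%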;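 also: thallium influx rate constant from kinetic fluorescence after stimulation buffer; % is scaled to controls: 0 for no effect and ±100 for the full control effect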
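Thallium flux read-out: FluxOr dye with Red40 quencher in HBSS/HEPES, 45 min at RT. Rate constants from kinetic reads were normalized to positive and negative DMSO controls. Cells: U2OS virally expressing the 3.1 isoform.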
* = called active by the depositor; ? = inconclusive; / = no result given; [ ] = another dose, or the depositor's remark. Unless noted, calls follow the shape of the dose curve; as a rule, active = well fitted curve in the direction sought with a large enough effect; inconclusive = small, poorly fitted or top-dose-only effect, or another doubt; inactive = no such curve, though single readings can be large; an effect the other way counts as inactive or inconclusive. This is a subset; the hit share may differ from the screen's.

Preview:
SMILES	hERG WT inh	ELG1 repair inh	TSHR antag	TCR activator	A-T KAP1 phos	Mito fusion act	Eya2 phos inh	USP2a inh	TRPV1 ag	KCNH2 3.1 inh
COC(=O)c1cc(-c2c(-c3ccc4c(c3)OCO4)noc2-c2ccsc2)cc([N+](=O)[O-])c1	6	13%	-2	-8%	12%	2%	-5%	-1%	0	-13
O=C(NCc1cccnc1)c1cccnc1Sc1ccc(Cl)cc1	-32	1%	19	-4%	-7%	2%	4%	0%	-2	/

The whole of this part, previewed entries included:
SMILES	hERG WT inh	ELG1 repair inh	TSHR antag	TCR activator	A-T KAP1 phos	Mito fusion act	Eya2 phos inh	USP2a inh	TRPV1 ag	KCNH2 3.1 inh
COC(=O)c1cc(-c2c(-c3ccc4c(c3)OCO4)noc2-c2ccsc2)cc([N+](=O)[O-])c1	6	13%	-2	-8%	12%	2%	-5%	-1%	0	-13
O=C(NCc1cccnc1)c1cccnc1Sc1ccc(Cl)cc1	-32	1%	19	-4%	-7%	2%	4%	0%	-2	/
COc1cc(Cl)cc(C2NC(=S)NC(c3ccccc3)=C2C(C)=O)c1OCC(=O)O (configuration not stated)	-6	10%	30	2%	21%	-2%	5%	-1%	-4	0
COc1ccccc1C(c1nnnn1Cc1ccccc1)N1CCC(C(N)=O)CC1 (configuration not stated)	7	9%	-6	-9%[46.1 µM]	/	-5%	-2%	2%	2	-9
COc1ccc(CNC(=O)c2ccc(Cn3nc(C)cc3C)o2)cc1	2	-8%	-5	6%	1%	-19%	5%	4%	8	-27
Cc1ccc2nc3c(c(C(=O)OC4CCOC4=O)c2c1)CCCC3 (configuration not stated)	-13	-1%	-14	4%	-1%	-1%	2%	0%	?	6
Cn1cccc1-c1cc(C(=O)N2CCc3c([nH]c4ccccc34)C2c2ccccn2)[nH]n1 (configuration not stated)	/	?	9	1%	-1%[11.5 µM]	14%	1%	4%	2	-7
COc1ccc(C(=O)N/N=C/C(Br)=C/c2ccccc2)cc1	-11	3%	9	-1%	-3%	-1%	-1%	-8%	2	-2
O=C(COC(=O)c1cc(Br)ccc1O)NC12CC3CC(CC(C3)C1)C2	11	6%	1	-2%	10%	/	2%	0%	/	14
C=CCNC(=O)/C(=C\c1ccc([N+](=O)[O-])cc1)NC(C)=O	22	4%	29	-2%	-5%	-8%	8%	0%	-1	13
O=C(Nc1ccc(Cl)c(S(=O)(=O)N2CCCCC2)c1)c1ccco1	7	-13%	-14	14%	-2%	23%	-4%	-1%	?	-16
COC(=O)C1=C(O)/C(=C\c2ccc(CNC(=O)C(=O)Nc3ccc(C)cc3)o2)N=C1C	-4	20%	0	12%	-4%	-3%	11%	-1%	-1	-4
CCn1c(C(=O)N2CCCC(C(=O)NCCCc3ccccc3)C2)cc2sccc21 (configuration not stated)	-10	21µM*	7	-1%[46.1 µM]	6%	?	-2%	-7%	-2	-3
COc1ccc(C(=O)Nc2nc3ccccc3s2)cc1	-12	?	-5	/	6%	-1%	-11%	-1%	96*	2
COc1cc(/C=N/n2nnnc2N)cc(OC)c1OC	-5	?	-4	-14%	-6%	0%	-3%	-1%	1	-5
NC(=O)c1ccccc1NC(=O)CSc1nc2c(c(=O)[nH]1)CCCC2	4	0%	-7	5%	-7%	-5%	4%	-1%	0	3
Cc1ccc(C)c(NC(=O)CCN2CCN(C)CC2)c1	2	-16%	3	/	-2%	2%	-9%	-1%	-5	-7
Cc1ccccc1NC(=O)CSc1ccsc1[N+](=O)[O-]	5	-11%	-7	-1%[46.1 µM]	-4%	16%	-2%	1%	-1	-10
O=S(=O)(c1ccccc1)N1CN(Cc2ccc(F)cc2)c2nc3ccccc3nc21	1	14%	-2	-6%	-3%	6%	1%	1%	4	28
CCOc1ccc2cc(C(=O)NCc3ccccc3)c(=N)oc2c1	-2	?	6	-3%	5%	11%	-11%	0%	-7	-16
COc1ccc(C2CC(c3ccc(C)cc3)Nc3nc(N)nn32)cc1 (configuration not stated)	0	13%	-2	-7%	-3%	0%	-6%	0%	-1	11
CC(O)Cc1cn(CC(=O)N2CCN(C(=O)OC(C)(C)C)CC2)nn1 (configuration not stated)	/	20%	-2	3%	17%	0%	0%	0%	1	/
COc1ccc(Br)cc1S(=O)(=O)n1nc(C)cc1C	-3	-5%	12	0%	3%	1%	-19%	0%	17	6
CCn1c(C)nnc1SCC(=O)Nc1ccc2c(c1)OCCO2	-26	?	-4	-2%	17%	0%	0%	3%	1	4
CCC(C)c1ccc(O)c(/C=N/O)c1 (configuration not stated)	-1	?	3	1%	5%	0%	-2%	0%	1	1
CCOC(=O)c1c(NC(=O)CS(=O)(=O)c2cn(CC)c3ccccc23)sc2c1CCCCC2	-10	0%	2	0%	2%	12%	-3%	3%	2	14
CC(=O)Cc1nsc(NC(=O)c2ccc(F)cc2)n1	10	?	-7	11%	3%	1%	13%	2%	3	-8
N=c1c(C(=O)NC2CCCC2)cc2c(=O)n3ccccc3nc2n1C1CCCCC1	-16	-4%	-5	-3%	11%	26%	14%	3%	25	-38
Cc1ccc(S(=O)(=O)N2CCC(=O)N(C(COCc3ccccc3)C(C)C)CC2)cc1 (configuration not stated)	16	1%	-1	6%	8%	-3%	-4%	0%	13	-21
COc1ccc(C)cc1NC(=O)C(=O)c1cn(CC(=O)N2CCCC2)c2ccccc12	0	?	-9	-3%	0%	2%	-10%	2%	14	3
Cc1ccc(C)c(OCCC(=O)OCC(=O)NCCNC(=O)COC(=O)CCOc2cc(C)ccc2C)c1	-10	11%	0	2%	-5%	-8%	-24%	1%	0	-6
CCN(CC)C(=O)C1CCCN(C(=O)c2cc(COc3ccc4ncccc4c3)on2)C1 (configuration not stated)	-8	?	-10	3%	0%	-1%	11%	1%	1	16
Cc1cccc(NC(=S)Nc2cccc3ccccc23)c1	1	1%	-1	0%	-10%	-7%	7%	-1%	-2	-12
COc1cccc(N(CC(=O)NC2CCCCC2)C(=O)CCCC(=O)Nc2ccccn2)c1	-2	-18%	3	2%	1%	2%	3%	2%	-2	-5
COc1ccccc1-c1cc(C(F)(F)F)nc(NCc2ccco2)n1	3	-5%	-1	-1%	4%	4%	-29%	-5%	14	-37
COc1ccccc1-n1c(C)nc2cc(C(=O)NCC3CCCO3)ccc21 (configuration not stated)	3	?	17	-5%	1%	?	-8%	3%	3	16
Cn1c(=O)c(Nc2ccc(O)cc2)c2c3c(cccc31)C(=O)c1ccccc1-2	-3	?	17	-3%[46.1 µM]	-21%	16%	-6%	4%	15	6
CN(Cc1ccccc1)C(=O)c1ccccc1N(C)S(=O)(=O)c1ccccc1	2	-8%	-12	0%	-3%	11%	1%	0%	-1	4
CCn1c(SCC(=O)NC2CC2)nnc1-c1ccccn1	2	0%	11	-5%	-16%	0%	4%	0%	9	-2
O=C(Cc1ccc(Br)cc1)NC1CCCc2ccccc21 (configuration not stated)	2	-2%	-24	1%	9%	7%	7%	0%	22	-2
COc1ccc(N2CCN(C(=O)c3ccc(CSc4ccccc4)cc3)CC2)cc1	-3	0%	1	2%[46.1 µM]	-2%	1%	8%	-1%	-7	5
CC(=O)NC12CC3CC(C1)CC(C(=O)N1CCN(S(=O)(=O)c4ccc(C(C)C)cc4)CC1)(C3)C2	1	22%	-2	4%	2%	-1%	15%	2%	13	-4
CC(=O)Oc1ccccc1N(C(C)=O)S(=O)(=O)c1ccc2ccccc2c1	-20	0%	-13	-4%	3%	15%	-3%	-3%	6	17
CCCOc1cccc(C(=O)N(Cc2ccc(OC)c(OC)c2)C2CCS(=O)(=O)C2)c1 (configuration not stated)	5	?	-8	-3%	4%	1%	0%	1%	5	0
CC1CCCN(C/C=C/c2ccccc2[N+](=O)[O-])C1 (configuration not stated)	15	-4%	2	-1%	-6%	-1%	-8%	-4%	0	-16
CCCCCC(=O)Nc1cc(S(=O)(=O)N2CCOCC2)ccc1N1CCN(C)CC1	17	1%	20	-8%	-6%	0%	6%	1%	3	-6
Cc1ccccc1Cn1c(=O)n(CCCC(=O)NCc2ccco2)c(=O)c2sccc21	0	?	5	-4%	-4%	1%	-21%	-4%	-4	-15
CCCn1c(=O)c2[nH]c(-c3ccc(OCC(=O)Nc4ccc(C#N)cc4)cc3)nc2n(CCC)c1=O	-10	-25%	20	10%	34%	16%	3%	1%	5	9
O=C(COC(=O)c1cc(=O)[nH]c(=O)[nH]1)Nc1cccc(S(=O)(=O)N2CCOCC2)c1	-31	5%	2	/	-4%	-1%	-3%	3%	-4	-23
Cc1ccc(OCC(=O)Nc2ccccc2C(N)=O)cc1	-1	?	-12	-1%	-6%	4%	2%	2%	?	15
O=C(CCS(=O)(=O)c1cccc2nsnc12)N1CCN(c2ccccc2F)CC1	-5	4%	10	1%	/	-1%	6%	-4%	0	-7
NC(=O)c1oc2ccccc2c1NC(=O)C1CCCCC1	-6	-1%	-8	-2%	4%	6%	-5%	1%	23	6
